# Screening results as filed in PubChem.
# CHO parental Ca = ATP-evoked calcium signal inhibitors, parental CHO, primary screen, counter-screen for OX1R antagonist project, cell-based, fluorescence, Fluo-8 calcium dye | parental CHO-K1, ATP-induced calcium, Fluo-8 fluorescence | inhibition, % at 5.6 µM | 330,000 compounds, 0.63% hits | AID 463079, 2010;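 active = inhibition above that plate's mean sample inhibition plus 3 SD, cut at about 26% in these data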;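 note: 0% = ATP-challenged DMSO wells and 100% = DMSO wells without ATP; some compounds past the cut are filed as inactive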
#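 test system = CHO parental line | reagent = ATP stimulus | measured by = intracellular calcium via Fluo-8 no-wash fluorescent dye | control set = ATP and no-ATP DMSO wells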
# M1 ag = human M1 muscarinic receptor agonists, primary screen, Fluo-8 calcium fluorescence, CHO-K1 cells, HTS; CHO-K1 hM1, agonist mode; 0% DMSO, 100% acetylcholine EC100; 360,000 compounds, 0.33% hits; Muscarinic acetylcholine receptor M1 (Homo sapiens), P11229; activation, % at 3 µM;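 active = activation above the run's mean compound activation plus 3 SD, cut at about 16% in these data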;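 note: peak over basal fluorescence ratio within a 140 s kinetic read after compound addition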
# Target sequence (P11229 whole entry, looked up): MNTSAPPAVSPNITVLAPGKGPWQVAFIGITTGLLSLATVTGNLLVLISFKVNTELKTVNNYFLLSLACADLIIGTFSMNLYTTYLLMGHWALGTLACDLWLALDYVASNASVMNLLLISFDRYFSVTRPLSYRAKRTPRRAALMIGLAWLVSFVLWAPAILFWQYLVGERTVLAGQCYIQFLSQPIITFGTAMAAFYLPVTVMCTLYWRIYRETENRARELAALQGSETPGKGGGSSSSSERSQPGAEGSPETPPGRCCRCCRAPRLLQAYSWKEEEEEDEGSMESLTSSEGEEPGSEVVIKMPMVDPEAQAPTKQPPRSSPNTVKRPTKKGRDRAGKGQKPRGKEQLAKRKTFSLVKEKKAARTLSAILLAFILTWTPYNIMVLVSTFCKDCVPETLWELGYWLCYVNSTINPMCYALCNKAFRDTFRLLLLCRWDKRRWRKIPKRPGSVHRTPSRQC
# TAAR1 antagonist = human TAAR1 antagonists, primary screen, Fluo-8 calcium fluorescence, CHO RD-HGA16 cells; 360,000 compounds, 1.5% hits; antagonist; AID 624466, 2012; inhibition, % at 3 µM;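 active = inhibition above a per-plate cutoff, the mean inhibition of test compounds on that plate plus 3 SD, cut at about 49% in these data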;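 note: 0% = DMSO plus EC80 beta-PEA response and 100% = DMSO alone without agonist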
#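 Test system – hTAAR1-expressing CHO RD-HGA16 cells, Gα16-coupled · Also added – β-PEA at EC80 concentration, post-compound challenge · Compound – 3 µM, single point · Incubation – dye loading 75 min at 37 °C, then 30 min room temperature · Measured by – Fluo-8 intracellular calcium dye fluorescence, real-time kinetic reads · Benchmarks – vehicle and agonist controls · Replicates – singlicate, one well per test compound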
# TAAR1 ag = human TAAR1 agonists, primary screen, Fluo-8 calcium fluorescence, CHO RD-HGA16 cells; Trace amine-associated receptor 1 (Homo sapiens), Q96RJ0; vehicle wells 0%, saturating PEA agonist 100%; activation, % at 3 µM; 360,000 compounds, 0.99% hits; AID 624467, 2012;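 active = activation above the mean activation of all test compounds in the run plus 3 SD, cut at about 38% in these data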
#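 System: CHO-derived RD-HGA16 cells with stable Gα16 and human TAAR1 / Times: 17-24 h plating, Fluo-8 75 min 37 °C, 30 min RT / Technique: calcium-sensitive Fluo-8 signal, excitation 470-495, emission 515-575 nm / Measure: % activation relative to PEA EC100 response / Benchmarks: DMSO and PEA EC100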
# CHO-K1 Ca antag = nonselective inhibitor or artifact in parental CHO-K1 cells | ATP-induced calcium, Fluo-8 fluorescence | inhibition, % at 3 µM | 360,000 compounds, 0.6% hits;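 active = inhibition above a per-plate cutoff, the plate's mean sample inhibition plus 3 SD, cut at about 24% in these data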;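 note: 0% = DMSO plus EC80 ATP and 100% = DMSO alone without ATP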
# V1R ag counter = agonists of human V1a receptor, primary screen, counter-screen for OXTR agonist project, fluorescence, CHO-V1R cells; Vasopressin V1a receptor (Homo sapiens), P37288; Fluo-8 calcium fluorescence, agonist mode; 0% DMSO, 100% 3 nM vasopressin; activation, % at 3 µM; 320,000 compounds, 0.25% hits; AID 2797, 2010;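 active = activation above the mean activation of all tested compounds plus 3 SD, per screening run, cut at about 20% in these data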;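 note: signal is peak over basal fluorescence ratio across a 100 second FLIPR read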
# OXTR potentiate = human OXTR potentiators, primary screen, fluorescence, CHO-OTR cells, Fluo-8 calcium; Fluo-8 calcium fluorescence, potentiator mode; 0% = oxytocin EC15, 100% = EC100; activation, % at 3 µM; 320,000 compounds, 0.061% hits;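 active = activation above that plate's cutoff, the mean activation of tested compounds plus 3 SD, cut at about 6.6% in these data, passing the limit was not always enough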;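 note: 100% uses oxytocin at 75 nM as the full agonist control; some results filed as inactive read as strong as hits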
# Target sequence (P30559 whole entry, looked up): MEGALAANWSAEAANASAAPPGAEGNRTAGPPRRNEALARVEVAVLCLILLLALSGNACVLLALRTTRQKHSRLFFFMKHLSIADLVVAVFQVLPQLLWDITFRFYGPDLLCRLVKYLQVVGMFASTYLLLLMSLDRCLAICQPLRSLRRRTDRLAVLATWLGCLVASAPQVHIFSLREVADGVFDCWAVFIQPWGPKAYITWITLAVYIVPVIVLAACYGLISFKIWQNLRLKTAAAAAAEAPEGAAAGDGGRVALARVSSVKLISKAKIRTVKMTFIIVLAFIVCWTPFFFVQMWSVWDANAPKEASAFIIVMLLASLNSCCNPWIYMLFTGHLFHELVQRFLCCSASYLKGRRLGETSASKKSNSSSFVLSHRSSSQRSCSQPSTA
#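 Assay system: CHO cell line stably expressing human OTR. Reagent: EC15 oxytocin agonist. Dosing: single dose, 3.0 µM nominal final compound concentration. Timing: compound 6 min at room temperature before oxytocin, 100 s read. Signal: kinetic Fluo-8 calcium fluorescence. Controls: oxytocin EC15 low and EC100 high.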
# CHO-K1 Ca ag = counter-screen for M1 agonists: effect in parental CHO-K1 cells | activation, % at 3 µM | 360,000 compounds, 0.48% hits | Fluo-8 calcium fluorescence; scaled to maximal ATP response, vehicle zero; in the data active = activation above about 15%;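 note: untransfected CHO-K1 host cells lacking M1 receptor as counterscreen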
# CHO-K1 Ca PAM = nonselective calcium activators in parental CHO-K1 cells, primary screen, counter-screen for M1 PAM project, cell-based, Fluo-8 calcium fluorescence, full deck, 1536-well; ATP EC20; 0% at ATP EC20, 100% at ATP max; activation, % at 3 µM; 360,000 compounds, 0.02% hits; AID 602247, 2012;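 active = activation above the run cutoff, the mean activation of all test compounds plus 3 SD, cut at about 40% in these data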;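 note: peak over basal fluorescence ratio in a 140 s read after ATP addition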
# Starred values were filed as active, the others as inactive; nt = no result given. Not a hit list (roughly 3.3% active in at least one column).
SMILES,CHO parental Ca,M1 ag,TAAR1 antagonist,TAAR1 ag,CHO-K1 Ca antag,V1R ag counter,OXTR potentiate,CHO-K1 Ca ag,CHO-K1 Ca PAM
CCOC(=O)CSC1=C(C#N)C(=O)NC2(CCCCC2)S1,-9,-3,-8,4,-11,0.9,-10,0.4,12
COc1cc2c(cc1NC(=O)C(C)NCc1ccccc1)oc1ccccc12 (configuration not stated),6,-8,-8,-1,-8,0.9,-11,0.3,22
O=C(C(=O)N(Cc1ccccc1)Cc1ccccc1)c1c(-c2ccccc2)[nH]c2ccccc12,nt,1,75*,12,12,nt,nt,7.4,6
Cn1c(=O)[nH]c(=O)c2c1nc(CN1CCN(c3ccc(F)cc3)CC1)n2CCCc1ccccc1,-29,-6,3,8,-12,-0.7,6,1.3,2
Cc1occc1C(=O)N1CCN(S(=O)(=O)c2ccccc2)CC1,8,-4,-28,1,-3,0.5,-9,0.5,7
Cn1c(O)c(N=Nc2ccccc2[N+](=O)[O-])c2ccccc21,-7,-2,-4,2,-4,1.3,-6,0.6,5
Cc1cc(C(=O)COC(=O)c2ccc(O)cc2O)c(C)n1-c1ccccc1,8,0,35,1,-10,2.7,-9,2.8,-12
O=C(c1cc(COc2ccc(F)cc2Cl)on1)N1CCc2ccccc2C1,12,-5,-4,3,-19,-0.4,-22,0.5,5
CC(C)(CNC(=O)c1ccc(S(=O)(=O)Nc2ccccc2F)cc1)N1CCOCC1,-14,-6,-19,1,-2,0.0,0,0.8,-2
CCOC(=O)Nc1ccc(S(=O)(=O)Nc2cc(C)nc(C)n2)cc1,7,-2,15,-2,21,-0.5,-2,0.0,-8
Cc1c(Cl)cccc1NC(=O)CC1Oc2ccccc2NC1=O (configuration not stated),-9,-4,-12,2,-4,-0.6,-18,0.2,-6
CCOC(=O)[C@]12CCC=C1N(Cc1cccc3ccccc13)C(=O)[C@H](CC(=O)NCCCOC)C2,nt,nt,-6,-2,-11,nt,nt,-0.9,7
O=C(O)c1c[nH]c2ccc([N+](=O)[O-])cc2c1=O,nt,0,1,0,-17,nt,nt,0.8,13
CC(C)NC(=O)c1ccccc1NC(=O)Cc1ccc(Cl)cc1,-15,-4,0,4,4,-0.4,-1,0.2,6
COc1cc(OC)c(-c2cc(C(=O)O)ccc2OC)c(OC)c1,-17,-2,3,6,-9,0.7,1,1.0,15

# Reformatted with bars between the fields: 5 of the compounds above.
Molecule | CHO parental Ca | M1 ag | TAAR1 antagonist | TAAR1 ag | CHO-K1 Ca antag | V1R ag counter | OXTR potentiate | CHO-K1 Ca ag | CHO-K1 Ca PAM
CCOC(=O)[C@]12CCC=C1N(Cc1cccc3ccccc13)C(=O)[C@H](CC(=O)NCCCOC)C2 | nt | nt | -6 | -2 | -11 | nt | nt | -0.9 | 7
O=C(O)c1c[nH]c2ccc([N+](=O)[O-])cc2c1=O | nt | 0 | 1 | 0 | -17 | nt | nt | 0.8 | 13
CCOC(=O)CSC1=C(C#N)C(=O)NC2(CCCCC2)S1 | -9 | -3 | -8 | 4 | -11 | 0.9 | -10 | 0.4 | 12
Cc1cc(C(=O)COC(=O)c2ccc(O)cc2O)c(C)n1-c1ccccc1 | 8 | 0 | 35 | 1 | -10 | 2.7 | -9 | 2.8 | -12
O=C(C(=O)N(Cc1ccccc1)Cc1ccccc1)c1c(-c2ccccc2)[nH]c2ccccc12 | nt | 1 | 75* | 12 | 12 | nt | nt | 7.4 | 6

# Further entries.
SMILES,CHO parental Ca,M1 ag,TAAR1 antagonist,TAAR1 ag,CHO-K1 Ca antag,V1R ag counter,OXTR potentiate,CHO-K1 Ca ag,CHO-K1 Ca PAM
Cc1ccc(C(=O)Oc2ccccc2N2C(=O)C3CCC(C)CC3C2=O)cc1 (configuration not stated),-16,-4,-4,17,-5,-2.1,-1,1.6,15
O=C(c1ccc(Cl)c(Cl)c1)c1cc(-c2ccccn2)c(N2CCOCC2)s1,-37,-5,10,12,-1,2.5,-12,1.0,20
COc1ccccc1CC(=O)Nc1cccc2ccccc12,-7,-6,0,-1,-10,-1.3,5,0.9,15
CCN(CC(=O)Nc1ccccc1C(F)(F)F)C(=O)/C=C/c1ccc(Cl)c([N+](=O)[O-])c1,-9,-3,-10,0,4,-0.3,-11,0.2,5
COc1ccc(NC(=O)C2(c3ccc(NC(=O)c4ccc(OC)c(OC)c4)cc3)CCCC2)cc1,-6,-2,14,7,-52,3.8,-11,0.6,33
Cc1ccc(OC(=O)CCN2C(=O)c3ccccc3C2=O)cc1C,-21,-14,16,6,-19,-1.0,3,1.1,26
COc1cc(/C=N/NC(=O)CCC(=O)NCc2ccccc2)cc(OC)c1OC,-13,-5,3,3,-8,0.1,-7,0.5,13
O=C(Nc1ccccc1N1CCOCC1)c1ccco1,-16,-2,-17,3,-8,0.4,-1,0.6,4
COc1ccc2[nH]c(=O)c(CN(C(=O)c3cccnc3)c3ccccc3C)cc2c1,-8,-3,-20,3,-17,0.1,-2,1.1,14
CCOC(=O)c1c(C)oc2ccc(NS(=O)(=O)c3ccc(C(=O)O)cc3)cc12,-5,-5,-3,4,8,0.5,-1,-1.0,0
CC[C@H](C)[C@@H](C(=O)NCCCCCCCCCCC(=O)N1CCNCC1)n1cc(CCCCCN)nn1,-13,-14,10,12,-3,0.4,3,0.0,-11
CC(=O)c1cccc(S(=O)(=O)N2CCC(C(=O)Nc3cccc(C(=O)NC4CC4)c3)CC2)c1,-18,-3,9,15,-14,0.5,5,1.9,14
CCN(CC)S(=O)(=O)c1ccc2c(c1)c(=O)c(C(=O)NCCc1ccc(OC)c(OC)c1)cn2C,nt,-4,-13,2,-10,nt,nt,0.7,15
O=C(NCCCN1CCOCC1)C(Sc1ccccc1)c1ccccc1 (configuration not stated),-15,-5,-15,3,-6,1.0,-2,0.3,18
Cc1cc(C)c(S(=O)(=O)N2CCN(C(=O)C(C)Cn3cncn3)CC2)c(C)c1 (configuration not stated),-7,-3,-11,-2,-20,0.7,-8,0.8,17
O=c1c2cc(N3CCOCC3)ccc2[nH]c(=S)n1Cc1ccccn1,-2,-4,2,7,9,1.0,3,-0.1,7
CCOC(=O)Nc1ccc2nc3n(c(=O)c2c1)CCCCC3,-6,-5,14,0,-6,-0.7,-4,0.3,-6
CC(c1nccs1)N(C)c1nc2nonc2nc1N(C)C (configuration not stated),-10,-3,-28,1,-12,-0.3,-2,0.7,3
Cc1nnc(SCC(=O)N2N=C(c3ccc(Cl)cc3)CC2c2ccco2)[nH]c1=O (configuration not stated),-22,-4,-18,4,-15,-0.2,-9,0.0,13
CCN(C[C@H]1N[C@@](C)(C(=O)OC)[C@H]2C(=O)N(Cc3ccccc3)C(=O)[C@@H]12)C(=O)Nc1ccccc1,-18,-2,9,4,-4,0.8,5,-0.4,-6
CCOC(=O)c1c(C)[nH]c(C(=O)COc2ccc3c(c2)OCO3)c1C,39*,1,26,19,-4,4.6,-22,5.4,10
CCCc1n[nH]c2c1/C(=N\O)CCC2,-13,-1,5,2,-5,0.2,-16,0.1,-3
CCCOC(=O)c1ccc(NC(=O)/C=C/c2cccs2)cc1,-20,-8,27,8,-6,5.1,-2,2.4,17
COc1ccc(/C=N/NC(=O)CCN2CCN(c3ccccc3)CC2)c(OC)c1OC,-16,-6,-1,-4,-7,0.9,0,-0.1,12
CCCC(=O)Nc1ccc(-c2csc(NNC(C)=O)n2)cc1,-12,3,-26,2,-2,0.9,5,-0.1,-12
Cc1ccc(-c2noc(CCC(=O)NC3CCCc4ccccc43)n2)cc1 (configuration not stated),-10,-4,-4,10,3,2.0,-11,-0.1,12
COc1cccc(NS(=O)(=O)NC(=O)c2c[nH]c3ccccc23)c1,-2,0,-22,2,-2,0.8,1,1.9,17
COc1ccc(NC(=O)NNC(=O)C(O)(c2ccccc2)c2ccccc2)cc1,-16,-3,18,0,-4,-0.3,-5,2.9,-6
CCC(CC)NC(=O)Cc1ccc(F)cc1,-1,-3,20,0,-1,0.9,0,12,-10
CCCc1nc(SCC(=O)NCc2ccco2)c2c(=O)n(C)c(=O)n(C)c2n1,-10,-9,-1,0,-5,-0.7,-6,1.7,15
COc1ccc(OCc2cc(C(=O)NCCCc3ccccc3)no2)c(Cl)c1,-16,-5,-12,0,-14,0.2,-8,0.4,2
COc1ccc(-c2cc(-c3ccc(Br)cc3)nc3ncnn23)cc1OC,5,-4,34,36,8,-0.1,-7,0.3,12
Cc1ccc(-c2csc3nc(SCC(N)=O)n(Cc4ccccc4)c(=O)c23)cc1,-17,-4,-22,3,0,-0.6,-7,-0.3,-3
O=C(NCC(=O)N1CCN(c2ccccc2)CC1)c1ccc(Br)o1,-6,-2,5,0,-2,6.4,-2,1.4,2
CC(=O)Nc1ccc(CN2CCCN(C)CC2)cc1,0,-7,-13,0,-8,0.4,9,0.9,10
Nc1ccc2c(c1)C(=O)N(CC1CCCO1)C2=O (configuration not stated),-4,-3,2,7,1,0.9,1,0.5,16
Cn1c(C(=O)NCc2ccco2)cc2c(=O)[nH]c3ccccc3c21,-7,0,12,4,-3,0.1,-3,2.3,10

# Reprinted from above for reference:
SMILES,CHO parental Ca,M1 ag,TAAR1 antagonist,TAAR1 ag,CHO-K1 Ca antag,V1R ag counter,OXTR potentiate,CHO-K1 Ca ag,CHO-K1 Ca PAM
CC(=O)Nc1ccc(CN2CCCN(C)CC2)cc1,0,-7,-13,0,-8,0.4,9,0.9,10
Nc1ccc2c(c1)C(=O)N(CC1CCCO1)C2=O (configuration not stated),-4,-3,2,7,1,0.9,1,0.5,16
Cn1c(C(=O)NCc2ccco2)cc2c(=O)[nH]c3ccccc3c21,-7,0,12,4,-3,0.1,-3,2.3,10
